Bioassay records as filed in PubChem BioAssay.
TRPML3 ag: human mucolipin-3 channel agonism; Q8TDD5; HEK293 TRPML3-YFP, Fluo-8 calcium fluorescence; 100% = the carbachol control signal; activation, % at 3 µM; 220,000 compounds, 0.29% hits;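 active = activation above its plate's cutoff, the mean activation of the plate's test wells plus 3 SD, cut at about 12% in these data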;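 also: 0% = DMSO only wells and 100% = carbachol wells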
Target sequence (Q8TDD5 whole entry, looked up): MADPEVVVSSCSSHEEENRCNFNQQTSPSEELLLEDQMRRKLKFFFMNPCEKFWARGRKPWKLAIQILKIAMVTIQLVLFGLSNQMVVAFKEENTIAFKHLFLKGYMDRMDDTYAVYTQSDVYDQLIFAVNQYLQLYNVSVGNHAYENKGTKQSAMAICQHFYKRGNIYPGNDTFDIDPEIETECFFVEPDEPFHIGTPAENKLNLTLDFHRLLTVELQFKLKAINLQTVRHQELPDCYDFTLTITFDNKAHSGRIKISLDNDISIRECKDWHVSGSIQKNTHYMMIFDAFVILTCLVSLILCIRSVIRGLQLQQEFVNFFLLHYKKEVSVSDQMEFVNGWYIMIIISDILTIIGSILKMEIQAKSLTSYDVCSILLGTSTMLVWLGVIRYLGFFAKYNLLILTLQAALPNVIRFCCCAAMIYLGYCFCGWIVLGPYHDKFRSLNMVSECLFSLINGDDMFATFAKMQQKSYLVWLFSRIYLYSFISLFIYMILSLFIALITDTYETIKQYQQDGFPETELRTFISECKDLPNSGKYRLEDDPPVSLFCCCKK
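Material: TRPML3-YFP stable HEK293 cells | Dosing: One concentration, 3 µM nominal, 0.3% DMSO | Timing: 125 s total fluorescence read per well | Technique: Fluo-8 calcium dye fluorescence, ex 470-495, em 515-575 nm | Measure: Percent activation from peak-to-basal fluorescence ratio, scaled between DMSO and carbachol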
CHOP inhibitor: blocks CHOP induction under ER stress; CHO-K1 CHOP-promoter luciferase, tunicamycin-induced, 15-18 h; inhibition, % at 10 µM; 220,000 compounds, 3.8% hits;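 active = compounds that reduced the stress-induced luciferase reporter signal by more than about 70% of percent inhibition, limit read from the data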;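 also: 0% = tunicamycin plus vehicle and 100% = wells without tunicamycin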
RBBP9 inh: inhibitors of human serine hydrolase RBBP9 | O75884 | recombinant RBBP9, FP-Rh probe fluorescence polarization | inhibition, % at 7.94 µM | 220,000 compounds, 0.2% hits | AID 1515;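 active = inhibition above the campaign mean of all tested compounds plus 3 SD, cut at about 14% in these data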;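 also: plate controls were DMSO wells with RBBP9 for no effect and wells lacking RBBP9 protein for full effect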
Target sequence (O75884 whole entry, looked up): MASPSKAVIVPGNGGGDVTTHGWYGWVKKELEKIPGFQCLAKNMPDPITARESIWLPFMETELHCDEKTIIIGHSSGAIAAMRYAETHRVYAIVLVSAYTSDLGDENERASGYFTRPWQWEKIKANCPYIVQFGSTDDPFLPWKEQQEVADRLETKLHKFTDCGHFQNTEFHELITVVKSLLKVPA
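System: RBBP9 protein / Quantity: 2.5 µM RBBP9 dispensing solution, before mixing / Also added: Serine-hydrolase probe FP-Rh, 375 nM pre-mixing / Dosing: 7.94 µM single dose, 0.794% DMSO / Timing: enzyme-compound preincubation 30 min, then probe labeling 45 min, 25 °C / Signal: FP readout at 525/598 nm / Controls: DMSO-treated enzyme wells and wells lacking RBBP9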
TNF necrop inh: inhibitors of TNF-alpha induced necroptosis in Jurkat FADD-/- cells | 220,000 compounds, 0.068% hits | activation (protection from cell death), % at 10 µM | Jurkat FADD-/- TNF necroptosis rescue, ATP luminescence, 24 h; 0 = TNF only, 100 = no-TNF cells;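 active = activation, meaning protection from cell death, of at least 50% relative to plate controls; inactive = activation below 50%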;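 also: necroptosis triggered by 40 ng/mL TNF-alpha added together with compound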
Ba/F3 V617F tox: lowers viability of Ba/F3 cells expressing EpoR and JAK2V617F | inhibition, % at 5.6 µM | ATP luminescence | 220,000 compounds, 1.1% hits | AID 1446;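 active = inhibition above the campaign mean plus 3 SD over all tested compounds, cut at about 24% in these data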;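 also: cytokine-independent growth of Ba/F3 cells driven by EpoR plus mutant JAK2; 0% = DMSO-treated cells and 100% = JAK inhibitor I control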
PPC-1+TRAIL kill: compounds killing PPC-1 cancer cells with TRAIL present (potentiator screen, no TRAIL-free arm); PPC-1 cells + TRAIL, ATPLite viability luminescence; cell killing (% activity), % at 4 µM; 220,000 compounds, 0.41% hits; AID 1443;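 active = cell killing above 50% in the first pass at 4 µM, then a duplicate retest at 5 µM averaging 50% or more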;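 also: plate controls were cells with TRAIL plus DMSO for no effect and medium-only wells lacking cells for full effect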
BaF3 parental: parental Ba/F3 viability inhibition as JAK2V617F counter-screen. CellTiter-Glo ATP luminescence. inhibition, % at 5.6 µM. 220,000 compounds, 1.1% hits;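 active = inhibition above a per-campaign cutoff, the mean inhibition of all tested compounds plus 3 SD, cut at about 27% in these data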;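 also: 0% = DMSO wells and 100% = JAK Inhibitor I control wells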
TRPN1 ag: zebrafish TRPN1 (NompC) channel agonism. HEK293 zebrafish TRPN1-YFP, Fluo-8 calcium fluorescence; 100% = response to 87 µM carbachol. activation, % at 3 µM. 220,000 compounds, 0.18% hits;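 active = activation above its plate's cutoff, the mean activation of test wells on that plate plus 3 SD, cut at about 19% in these data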;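 also: 0% = DMSO alone and 100% = 87 µM carbachol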
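System: zebrafish TRPN1-YFP in HEK293 cells / Dosing: 3 µM single point / Timing: dye loading 1 h at 37 °C, then 30 min room temperature / Signal: Fluo-8 calcium fluorescence, excitation 470-495 nm, emission 515-575 nm / Read-out basis: percent activation from peak over basal fluorescence ratio, control-normalized / Control set: high carbachol 87 µM, low DMSO alone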
Wee1 stabilizer: human Wee1 degradation inhibition, primary screen | P30291 | HeLa Luc-Wee1K328M stability, luciferase luminescence; 100% = proteasome inhibitor MG132 effect | reporter increase, % at 5 µM | 220,000 compounds, 1.2% hits;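 active = activation above the mean of all tested compounds plus 3 SD, set per screening run, cut at about 8.8% in these data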;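 also: cells exposed to compound for 20 h before luminescence read; 0% = DMSO alone and 100% = MG132 at 30 µM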
An asterisk follows results filed as active; . = not tested or not shown.

SMILES	TRPML3 ag	CHOP inhibitor	RBBP9 inh	TNF necrop inh	Ba/F3 V617F tox	PPC-1+TRAIL kill	BaF3 parental	TRPN1 ag	Wee1 stabilizer
O=C(CCc1nnc(-c2ccc3c(c2)OCO3)o1)NC(c1cccnc1)C(F)(F)F (centres undefined)	1.2	10	-6	0.5	2	8	4	0.2	1
O=c1cc(-c2ccccc2Cl)oc2ccc([N+](=O)[O-])c(O)c12	0.5	45	-9	0.4	1	26	7	-0.3	6
CN(C)c1ccc(C(CNC(=O)c2ccc(C#N)cc2)c2c[nH]c3ccccc23)cc1 (centres undefined)	0.1	2	-5	0.2	8	0	5	0.5	-3
O=C(N/N=C/C1C(c2ccccc2)C1(Cl)Cl)c1cccc(Br)c1 (centres undefined)	-0.4	29	-9	-4.4	-2	-7	-1	-0.5	-1
CCCc1cc(=O)oc2c(C)c(OCC(=O)c3ccc(N4CCCC4)cc3)ccc12	1.0	4	-4	-1.3	-4	3	2	0.7	0
CCOC(=O)c1c(C)[nH]c(C)c1C(=O)COC(=O)c1ccc(OC)c(OC)c1	0.6	1	-8	-2.3	1	-10	0	0.2	-1
Cn1c(=O)cc(OCC(=O)N2CCN(c3cccc(C(F)(F)F)c3)CC2)c2ccccc21	0.1	36	-6	-1.6	-1	8	5	10	0
CC(C)CCn1c(N)c(S(=O)(=O)c2cccs2)c2nc3ccccc3nc21	0.0	.	-8	0.9	5	11	4	-0.5	-2
CSc1nc2ccc(NS(=O)(=O)c3cccc(Cl)c3Cl)cc2s1	0.0	32	-7	0.5	-1	13	6	-1.1	-1
Cc1cc(C)cc(NC(=O)N2CCN(S(C)(=O)=O)CC2)c1	0.1	5	5	0.7	-5	13	1	-1.5	0
O=[N+]([O-])c1ccc(N2CCN(S(=O)(=O)c3ccccc3)CC2)cc1NCc1ccco1	0.3	5	-5	1.8	2	-4	7	0.0	-1
COC(=O)[C@H](Cc1ccccc1)NC(=O)O[C@@H]1C(=O)c2cc(Br)ccc2O[C@H]1c1cccc(OC)c1	0.8	15	-12	0.5	-4	2	3	0.3	1
CC1=C(C(=O)OCCOC(C)C)C(c2cc3c(cc2Br)OCO3)C2=C(CCCC2=O)N1 (centres undefined)	-0.6	-18	-7	1.8	-1	13	5	0.8	5
CCNCCNC(=O)c1c(O)c2cccc3c2n(c1=O)CCC3	0.9	16	-9	9.3	3	1	-1	0.2	-2
Cc1cccc(NC(=S)NCCSc2ccc(Cl)cc2)c1	1.1	59	-4	-0.8	-2	-1	5	-1.6	3
CC(C)c1ccc(CC(C)C2C3=C(CCCC3=O)OC3=C2C(=O)CCC3)cc1 (centres undefined)	10	104*	-4	-1.9	1	13	5	0.1	1
Cc1nnsc1SCCNC(=O)c1c(F)cccc1F	0.4	24	-4	-2.9	2	27	9	0.1	-2
COc1ccc(-c2cc(C(F)(F)F)n3ncc(C(=O)NCC4CCCO4)c3n2)cc1OC (centres undefined)	-0.1	-48	-5	-3.4	-1	8	5	0.0	0
Cc1nc(-c2cccnc2)sc1C(=O)N/N=C/c1ccccc1Cl	-0.3	-36	-4	3.0	-4	12	1	-0.8	0
CS(=O)(=O)N1CCN(C(=O)c2ccc(-c3ccccc3)cc2)CC1	0.7	17	6	-1.5	3	10	4	0.1	-1
Fc1ccc(Cn2nnnc2C(c2cccs2)N2CCN(C3CCCCC3)CC2)cc1 (centres undefined)	2.0	-2	0	3.1	-1	31	6	2.9	-3
CCCC(c1nnnn1Cc1ccc2c(c1)OCO2)N1CCC(C(N)=O)CC1 (centres undefined)	1.0	-17	-8	0.6	-2	-1	-1	-0.3	0
Cc1ccc(-c2nc(C#N)c(NCC3CCCO3)o2)cc1 (centres undefined)	0.4	18	-5	0.7	-4	.	2	-0.6	0
CC(C)CNS(=O)(=O)c1ccc(CCC(=O)NCc2ccco2)cc1	0.8	5	0	-1.7	-3	18	2	0.0	1
COc1ccccc1C1(CCNS(=O)(=O)c2ccc(C)cc2)CCOC(C(C)C)C1 (centres undefined)	-0.6	14	-5	-0.9	1	-17	5	0.0	-2
COc1cccc(OC)c1C(=O)Nc1nc2ccc([N+](=O)[O-])cc2s1	-0.1	10	-6	1.4	5	6	11	-0.4	1
CC(C)(C)c1ccc(C(=O)NNC(=O)C(=O)N2CCCCC2)cc1	-0.2	-14	-1	-0.7	-6	-37	-1	1.0	0
CC(=O)Nc1ccc2nc(-c3ccncc3)[nH]c2c1	0.2	-8	-5	1.0	-2	21	-1	1.1	-1
O=C(CCc1ccccc1)Nc1cccc(-c2nnc(-c3ccco3)o2)c1	0.8	19	-3	-4.6	-2	21	3	1.9	3
O=C(O)c1cnn2c(C(F)F)cc(C(F)F)nc12	0.9	-5	-9	-0.6	-4	5	-2	0.1	0

At a glance, part of the list above.
SMILES	TRPML3 ag	CHOP inhibitor	RBBP9 inh	TNF necrop inh	Ba/F3 V617F tox	PPC-1+TRAIL kill	BaF3 parental	TRPN1 ag	Wee1 stabilizer
CCOC(=O)c1c(C)[nH]c(C)c1C(=O)COC(=O)c1ccc(OC)c(OC)c1	0.6	1	-8	-2.3	1	-10	0	0.2	-1
Cn1c(=O)cc(OCC(=O)N2CCN(c3cccc(C(F)(F)F)c3)CC2)c2ccccc21	0.1	36	-6	-1.6	-1	8	5	10	0
CC(C)CCn1c(N)c(S(=O)(=O)c2cccs2)c2nc3ccccc3nc21	0.0	.	-8	0.9	5	11	4	-0.5	-2

The listing continues:
SMILES	TRPML3 ag	CHOP inhibitor	RBBP9 inh	TNF necrop inh	Ba/F3 V617F tox	PPC-1+TRAIL kill	BaF3 parental	TRPN1 ag	Wee1 stabilizer
Fc1ccc(Cc2nnc(-c3cccs3)o2)cc1	-0.3	-12	-9	0.7	3	2	5	1.2	2
O=C(O)CCCC(=O)N1CCc2cc(S(=O)(=O)N3CCc4ccccc43)ccc21	-0.2	-20	-6	1.2	3	8	12	1.5	-2
N#Cc1nc(-c2cccs2)oc1NCCN1CCOCC1	0.5	1	11	1.3	-3	6	5	1.0	4
C=CCn1c(SCCOc2ccc(OC)cc2)nnc1C(NC(=O)c1ccc(OC)cc1)C(C)C (centres undefined)	0.2	62	-4	0.5	3	-9	8	0.0	2
O=C(O)CCN1C(=O)c2ccc(NC(=O)CSCc3ccccc3)cc2C1=O	0.8	1	-10	0.2	7	16	11	1.4	-1
O=C(/C=C/c1ccc(Cl)cc1)NC(=S)NN1CCCCC1c1cccnc1 (centres undefined)	-0.7	28	-7	1.4	1	6	8	-1.9	0
COC(=O)CN(C#N)c1nc(OC)nc(N(C)C)n1	0.2	15	1	-3.0	-2	-3	5	0.1	0
COc1ccc(NC(=O)CSc2nc3c(c(=O)n2-c2ccccc2OC)SCC3)cc1	0.2	28	-4	-0.2	-4	12	4	0.2	-1
Cn1c(-c2ccccc2)c(/C=N/NC(=O)c2ccc(O)cc2)c2ccccc21	-0.7	52	-2	-8.9	-3	13	-5	-4.4	3
CCN(CC)c1ccc2ccc(=O)oc2c1	-0.2	19	-2	-0.2	-4	18	7	0.5	-2
COc1cc2cc(CN(CCCO)S(=O)(=O)c3ccccc3Cl)c(=O)[nH]c2cc1OC	0.6	15	-4	-0.1	5	11	6	2.2	1
CCCc1cc(C(=O)Nc2ccccc2C(=O)OC)no1	-0.7	37	-7	2.4	-1	2	4	-0.7	2
CC(=O)c1cccc(NC(=O)c2cc3nc(C)cc(C)n3n2)c1	0.2	-19	2	0.3	-4	32	4	-0.2	0
Clc1ccc(OCc2nn3c(-c4ccco4)nnc3s2)c(Cl)c1	1.1	41	-4	-0.9	1	11	0	0.6	-2
Cc1cc(C)n(-c2ccc(F)cc2)c(=O)c1C#N	0.5	-4	-9	0.3	-3	22	4	1.3	-2
C/C(=N\S(=O)(=O)c1ccc(C)cc1)N(C)C	1.0	-7	6	0.4	1	11	0	3.6	-1
COc1cc(/C=C(/C#N)C(=O)NCCc2c[nH]c3ccccc23)ccc1OCc1ccccc1F	0.9	8	-9	-2.7	0	13	0	0.4	1
CC1CCCCC1NC(=O)/C(C#N)=C/c1ccc(F)c(F)c1 (centres undefined)	0.8	57	1	-15	1	1	2	-0.7	-1
CNC(=S)N1CCN(C(=O)c2ccco2)CC1	1.3	14	-9	0.8	2	3	6	2.2	-1
CCC1CCCCN1c1nc2c(C=O)c(C)nn2c2ccccc12 (centres undefined)	0.0	89*	-10	0.7	1	-4	6	-0.8	1
Cc1onc(-c2ccccc2Cl)c1C(=O)NCCn1ccc2ccccc21	0.0	46	-8	0.0	2	-2	0	0.4	0
COc1ccc2cc(C)c3nnc(SCC(=O)Nc4nc(-c5ccccc5)cs4)n3c2c1	0.2	-11	3	-12	-1	3	3	0.0	-1
COCCCNc1nc2c(c(=O)[nH]c(=O)n2C)n1CC(O)COc1cccc(C)c1 (centres undefined)	0.1	-6	-5	-0.7	4	14	6	-0.7	4
CC(C)CNC(=O)C(=O)NCCCN1CCOCC1	0.5	-4	-6	1.2	-5	12	3	-0.2	1
NC(=O)C(CC(=O)O)NC(=O)[C@@H]1CCCNc2c(I)cc([N+](=O)[O-])cc2C(=O)N[C@@H](CO)C(=O)N[C@@H](Cc2ccc(O)cc2)C(=O)N1 (some centres undefined)	0.4	-8	-7	0.5	-2	11	0	1.7	-2
Cc1ccc(S(=O)(=O)N2CCCN(S(=O)(=O)c3ccc(C)cc3)CC2)cc1	0.8	49	1	1.6	1	32	3	-0.1	-1
CCOc1cc(C2C(C(=O)OC(C)C)=C(C)NC3=C2C(=O)CCC3)cc([N+](=O)[O-])c1O (centres undefined)	0.1	12	-7	0.5	4	22	12	-1.1	-3
COc1ccc(CC2(CO)CCN(CC3=CC[C@H]4C[C@@H]3C4(C)C)CC2)cc1	1.0	15	-4	1.8	1	6	11	-0.7	0
O=C(c1ccc(S(=O)(=O)c2ccc(F)cc2)c([N+](=O)[O-])c1)N1CCCCCC1	4.0	59	-2	-9.6	14	9	10	9.9	-2
COc1ccc(OCC(=O)Nc2cc(-c3nn(C)c(=O)c4ccccc34)ccc2OC)cc1	-0.1	17	10	-4.3	-5	4	3	0.9	3
O=C(Nc1nc2ccc(S(=O)(=O)N3CCCC3)cc2s1)C1CCCO1 (centres undefined)	1.4	10	-4	0.5	3	-16	5	1.2	-1
Nc1cc(S(=O)(=O)Nc2cc(Cl)ccc2Cl)ccc1N1CCCC1	0.5	12	4	1.2	0	1	0	-0.7	1
O=C(COC(=O)/C=C/c1ccccc1)NCc1ccc(Cl)cc1	0.3	32	-8	1.4	-1	11	1	-1.7	-2
